Assay outcomes from PubChem BioAssay.
RAD54 branch = RAD54 (human) branch migration inhibition. Q92698. RAD54 Holliday junction branch migration, FAM/BHQ fluorescence. inhibition, % at 10.4 µM. 360,000 compounds, 0.14% hits. AID 602329;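 active means mean normalized replicate activity at least 40 and at least half of replicates scoring 40 or more; inconclusive means only one of the two criteria met; inactive means mean below 40 and under half of replicates reaching 40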;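 further: 0% = median of neutral control wells and 100% = median of positive control wells; inhibitors cause a drop in the FAM fluorescence signal; in these data hits start at about 50%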
Target sequence (Q92698 whole entry, looked up): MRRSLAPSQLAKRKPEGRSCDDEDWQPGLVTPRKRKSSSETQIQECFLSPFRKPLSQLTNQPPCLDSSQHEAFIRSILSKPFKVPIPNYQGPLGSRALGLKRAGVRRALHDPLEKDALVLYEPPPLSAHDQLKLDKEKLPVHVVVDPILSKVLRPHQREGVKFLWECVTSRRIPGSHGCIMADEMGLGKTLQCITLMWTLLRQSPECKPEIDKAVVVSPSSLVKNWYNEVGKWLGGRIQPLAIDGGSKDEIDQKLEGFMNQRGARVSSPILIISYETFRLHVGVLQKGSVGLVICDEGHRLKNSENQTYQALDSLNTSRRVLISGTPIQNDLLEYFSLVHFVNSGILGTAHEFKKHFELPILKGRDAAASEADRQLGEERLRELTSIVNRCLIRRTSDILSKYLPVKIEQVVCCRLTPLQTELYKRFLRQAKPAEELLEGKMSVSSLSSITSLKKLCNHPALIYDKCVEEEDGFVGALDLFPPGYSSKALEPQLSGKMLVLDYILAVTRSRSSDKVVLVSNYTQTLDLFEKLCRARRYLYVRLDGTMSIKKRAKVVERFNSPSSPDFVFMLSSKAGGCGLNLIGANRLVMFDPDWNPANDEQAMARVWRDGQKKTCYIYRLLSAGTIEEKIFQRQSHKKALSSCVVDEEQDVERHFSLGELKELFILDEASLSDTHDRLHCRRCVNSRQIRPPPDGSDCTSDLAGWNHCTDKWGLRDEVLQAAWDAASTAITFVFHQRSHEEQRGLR
FN deposition inh = fibronectin deposition inhibition; 350,000 compounds, 0.086% hits; AH1F fibroblasts, Alexa488-fibronectin deposition fluorescence, overnight; AID 743247; inhibition, % at 12.6 µM;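 active means mean inhibition across replicates of 30% or more, regardless of how many single replicates reach that level; inconclusive means mean under 30% yet at least half of replicates reach 30%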;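 further: positive control wells lacked labelled fibronectin entirely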
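Material: AH1F fibroblast monolayer depositing Alexa488-labelled fibronectin into matrix / Amount: 10000 AH1F cells per well / Signal: fluorescence 485/525 nm / Medium: DMEM, 2% serum / Compound: single dose, pinned / Incubation: 1 h cell adhesion before compound, then overnight fibronectin incubation / Reagent: Alexa488-FN, 24 nM final / Read-out: inhibition of fibronectin deposition signal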
E-selectin induc = E-selectin induction on HUVECs | HUVEC E-selectin immunofluorescence imaging; normalized: neutral wells 0, TNF-alpha wells 100 | activation, % at 7.58 µM | AID 686992 | 260,000 compounds, 0.37% hits | P16581;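 active means mean E-selectin-positive cell signal at least 10% of the positive control, reached in at least 60% of replicates, without over 20% cell loss; inconclusive means no rule given, readout overlaps actives, possibly toxicity-flagged; inactive means the rest, including those meeting only one limit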;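 further: in these data hits start at about 27%; measured in HUVEC primary endothelial cells; signal is the percent of cells scored E-selectin positive by PE staining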
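Test system – human umbilical vein endothelial cells (HUVEC), E-selectin induction · Input – 3,000 HUVEC seeded per well · Buffer or medium – EGM-2, gelatin · Compound dosing – single-point compound dose · Detection – immunofluorescence imaging · Measure – percent E-selectin-positive cells · Controls – TNF-alpha high, DMSO low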
XiGFP reactiv = reactivates the inactive X chromosome in mouse fibroblasts | 360,000 compounds, 0.055% hits | AID 743238 | XiGFP mouse fibroblasts, % GFP-positive cells imaging, 3 d; cells co-treated with 5-aza-dC sensitizer; scaled so ellipticine positive control = 100% | activation, % at 7.58 µM;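 active means mean normalized replicate activation at least 10% and every replicate at or above 10%; inconclusive means only one of the two criteria met; inactive means mean below 10% and not all replicates reach 10%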;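 further: 0% = median of on-plate neutral control wells and 100% = ellipticine 6 µM median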
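Assay system – SV40-immortalized XiGFP fibroblast cells, line 68-5-11 · Buffer or medium – DMEM supplemented with 5-aza-dC as sensitizing agent · Dosing – one concentration, pinned · Benchmarks – positive control ellipticine, 6 µM final · Times – 3 days compound exposure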
RAD52 anneal inh = RAD52 (human) annealing inhibition. P43351. recombinant RAD52 DNA annealing, FRET fluorescence. inhibition, % at 18.7 µM. 360,000 compounds, 0.46% hits. AID 651710;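 active means every replicate showing at least 50% inhibition; inconclusive means mean inhibition at least 50% but not in every replicate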
esBAF inh = SWI/SNF esBAF complex inhibition; mouse ES cells, Bmi1-luciferase knock-in reporter, 24 h; 100% = twice the neutral-well signal; reporter increase, % at 12.5 µM; 350,000 compounds, 2% hits; in the data active means activation above about 40%; inconclusive means no clear call, values can overlap the other calls;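 further: 0% = median of the plate's neutral control wells and 100% = double that signal; a rise in the Bmi1 reporter signal indicates esBAF inhibition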
EWS-Fli inh = EWS/Fli transcriptional activity inhibition; A673 NR0B1-luciferase reporter, viability-normalised; inhibition, % at 12.6 µM; 350,000 compounds, 0.67% hits; AID 651661;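 active means mean inhibition of at least 50% after viability correction, with every replicate also passing that limit; inconclusive means mean reaches 50% but only one of two replicates passes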;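 further: firefly luciferase signal divided by Alamar Blue viability fluorescence both relative to DMSO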
S100A4 MyoIIA = inhibitors of human S100A4 binding to myosin IIA peptide; 360,000 compounds, 0.14% hits; AID 652163; P26447; inhibition, % at 10.7 µM; S100A4/TAMRA-MyoIIA peptide fluorescence polarization;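 active means mean inhibition of at least 70% across replicates, with every replicate also reaching that level; inconclusive means mean inhibition reaches 70% but some replicates fall short; inactive means mean inhibition below 70%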
Target sequence (P26447 whole entry, looked up): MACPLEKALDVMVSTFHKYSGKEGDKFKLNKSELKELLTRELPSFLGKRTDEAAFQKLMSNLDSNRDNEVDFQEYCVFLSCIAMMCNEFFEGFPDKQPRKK
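Compound dosing: one dose per compound; test system: human S100A4 monomer with TAMRA-labelled myosin IIA peptide; probe or stimulus: TAMRA-labelled myosin IIA heavy-chain peptide probe, 5 nM; medium: HEPES buffer with Ca2+, pH 7.2; schedule: 5 min incubation before reading; benchmarks: neutral control DMSO, positive control TFP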
Numbers without * were called inactive; ? = inconclusive; nt = no result given.

SMILES | RAD54 branch | FN deposition inh | E-selectin induc | XiGFP reactiv | RAD52 anneal inh | esBAF inh | EWS-Fli inh | S100A4 MyoIIA
C[C@H](CO)N1C[C@H](C)[C@H](CN(C)C(=O)Nc2ccc(F)cc2)Oc2ccc(NC(=O)Cc3cn(C)c4ccccc34)cc2C1=O | -5 | -2 | ? | -0.4 | -9 | 2 | 2 | -8
COc1ccccc1C(=O)Nc1cccc(NC(=O)c2ccccc2OC)n1 | -6 | 4 | 0.2 | 0.0 | -1 | 7 | 1 | -1
CC(C)(CNC(=O)CCNC(=O)c1ccc(Br)cc1)N1CCOCC1 | 10 | -2 | -2.0 | -0.7 | -5 | 3 | -7 | 37
COc1ccc(S(=O)(=O)Nc2ccc3c(c2)C(=O)N([C@@H](C)CO)C[C@H](C)[C@H](CN(C)S(=O)(=O)c2ccc(Cl)cc2)OCCCC[C@H](C)O3)cc1 | 5 | -9 | -0.1 | 0.0 | 1 | 11 | 11 | -3
O=C(N/N=C\c1ccc2c(c1)OCO2)c1ccco1 | nt | -1 | nt | -0.1 | -3 | nt | -89 | 0
COc1ccc(/C(N)=N/OC(=O)C2CCCCC2)cc1OC | 10 | -5 | 0.0 | 0.0 | 6 | 51* | nt | -1
Cc1ccc(S(=O)(=O)Nc2ccc3c(c2)CC(=O)N([C@@H](C)CO)C[C@H](C)[C@H](CN(C)S(=O)(=O)c2ccc(C)cc2)O3)cc1 | 3 | nt | 0.0 | 0.3 | -6 | -1 | 8 | 10
CC(C)NC(=O)N1C[C@@H]2[C@H](c3ccccc31)[C@H](CO)N2C(=O)Nc1cccc(F)c1 | -1 | nt | 1.0 | 0.4 | 5 | -1 | 7 | 4
CC1CC(=O)Nc2ccccc2N1C(=O)CN1CCN(c2ccccc2)CC1 (stereo not given) | nt | 4 | nt | 0.1 | -3 | nt | 0 | 1
CN(C)c1ccc2c(c1)[C@@H]1C[C@@H](CC(=O)N3CCc4ccccc4C3)O[C@@H](CO)[C@@H]1O2 | 4 | nt | 0.3 | 0.0 | -49 | 8 | 3 | 16
O=C(COc1ccc(/C=N/NC(=O)C(=O)N2CCCCC2)cc1)Nc1ccccc1Cl | nt | -16 | nt | 0.0 | -9 | nt | -13 | 3
CC(C)C(=O)Nc1ccc2c(c1)C(=O)N(C)[C@H]1CC[C@H](CC(=O)NCc3ccc(F)cc3)O[C@H]1CO2 | 7 | 6 | -0.1 | 0.2 | 9 | -4 | -5 | 6
CC(C)C[C@@H](CO)N(Cc1ccccc1)S(=O)(=O)N(Cc1ccccc1)[C@H](CO)CC(C)C | -2 | nt | nt | nt | -4 | 0 | nt | -2
COc1ccc(NC(=O)Cn2c(=O)n(-c3ccc(CC(=O)NCc4ccco4)cc3)c(=O)c3ccccc32)cc1 | 4 | 4 | 1.4 | 0.0 | -7 | nt | 10 | 6
C[C@H]1CN([C@@H](C)CO)C(=O)c2cc(-c3ccccc3F)cnc2O[C@H]1CN(C)C(=O)NC1CCCCC1 | 1 | 6 | -0.1 | -0.7 | -3 | 0 | 3 | -7
COC(=O)[C@]12C[C@H](CC(=O)N3CCCCC3)C(=O)N(Cc3ccccc3)C1=C[C@H](C(C)C)O[C@@H]2C1CC1 | nt | 8 | 1.2 | 0.3 | 4 | nt | -5 | -3
O=C(NNc1ccccc1)C(=O)NNS(=O)(=O)c1ccc([N+](=O)[O-])cc1 | nt | -3 | nt | 0.2 | -19 | nt | 2 | -5
CCCN1CCC(=O)NC1=S | -10 | -3 | 0.6 | 0.2 | 2 | nt | 2 | 0
N#C[C@H]1[C@@H](c2ccccc2/C=C/c2ccccc2)[C@@H](CO)N1S(=O)(=O)c1ccc(F)cc1 | nt | -17 | 0.0 | 0.1 | -2 | nt | 1 | -8
CC[C@@]1(C(=O)OC)N[C@H](CN(C)C(=O)Nc2ccc(C(F)(F)F)cc2)[C@@H]2C(=O)N(C)C(=O)[C@@H]21 | -14 | 15 | nt | 0.1 | -14 | -7 | -1 | -2
CCCC(=O)Nc1ccc2c(c1)C(=O)N(C)[C@H]1CC[C@H](CC(=O)NCCc3ccncc3)O[C@@H]1CO2 | 4 | nt | nt | nt | 7 | 0 | -1 | -32
Cc1cc(Br)ccc1SCC(=O)OCC(=O)NCc1ccc2c(c1)OCO2 | -4 | -3 | -8.9 | 0.1 | -16 | 4 | 7 | 6
COc1cc(C(=O)COC(=O)c2cnc(C)cn2)ccc1OC(F)F | 1 | 1 | -1.2 | 0.2 | -10 | -1 | nt | 6
CCOC(=O)Nc1ccc2c(COC(=O)CNS(=O)(=O)c3ccc(NC(C)=O)cc3)cc(=O)oc2c1 | -10 | -3 | 0.1 | -0.1 | -35 | 7 | -20 | -11
CCn1cc2nc(SCC(=O)Nc3ccc(OC)cc3OC)n(Cc3ccc(OC)cc3)c(=O)c2n1 | -12 | 0 | nt | 0.8 | -7 | -9 | 48 | -1
CNC(=O)c1c(NC(=O)CS(=O)(=O)c2ccc(F)cc2)sc(C)c1C | nt | 1 | nt | 0.1 | -11 | 3 | 4 | -2
CS(=O)(=O)c1ccc(Nc2nc(C(N)c3ccccc3Cl)cs2)cc1 (stereo not given) | 6 | 4 | 0.0 | 0.2 | -37 | -3 | 13 | -6
CCN1C(=O)C2CCCCN2c2ccc(C(=O)NCCOC)cc21 (stereo not given) | -12 | -2 | ? | 0.0 | -14 | 4 | -5 | 6
O=C1Nc2ccc(S(=O)(=O)NCC3CCCO3)c3cccc1c23 (stereo not given) | nt | nt | nt | 0.1 | 1 | nt | 5 | 3
CC(C)C(=O)Nc1ccc(S(=O)(=O)Nc2ccccn2)cc1 | nt | -3 | nt | 2.2 | -18 | nt | 1 | -6
NC1(C#Cc2ccc3oc(=O)c(-n4cc(C5(O)CCCCC5)nn4)cc3c2)CCCCC1 | 7 | -1 | -0.1 | -0.1 | 12 | 11 | -1 | 10
CC(C)Cn1c(N)c(C(=O)COC(=O)c2ccc(O)cc2O)c(=O)n(C)c1=O | -10 | -2 | 0.0 | 0.0 | -4 | -5 | 15 | -2
O=C(C1CCN(S(=O)(=O)c2ccccc2)CC1)N1CCN(Cc2ccccc2)CC1 | -9 | 1 | 3.0 | 0.6 | -8 | -6 | -5 | 7
COc1ccc2c3c(n(C)c2c1)[C@@H](CO)N(Cc1ccccc1Cl)CC31CCN(C(=O)CN(C)C)CC1 | nt | nt | -0.5 | -0.1 | -3 | nt | 0 | -3
Cc1cc(C(=O)c2ccccc2)cc(C)c1O | nt | 1 | -0.1 | 0.2 | -10 | nt | -4 | 1
Cc1ccc(-c2nn(-c3ccccc3)cc2C=O)o1 | 6 | -11 | 0.6 | 0.6 | -52 | ? | -19 | 0

Overlap with the part before: 2 entries, followed by the next part.
SMILES | RAD54 branch | FN deposition inh | E-selectin induc | XiGFP reactiv | RAD52 anneal inh | esBAF inh | EWS-Fli inh | S100A4 MyoIIA
Cc1cc(C(=O)c2ccccc2)cc(C)c1O | nt | 1 | -0.1 | 0.2 | -10 | nt | -4 | 1
Cc1ccc(-c2nn(-c3ccccc3)cc2C=O)o1 | 6 | -11 | 0.6 | 0.6 | -52 | ? | -19 | 0
COc1ccc(-c2csc(NC(=O)c3c(OC)cccc3OC)n2)cc1 | 9 | 2 | -0.1 | 0.2 | -5 | 5 | 0 | 2
Cc1nc2ccc(NC(=O)C3CCCCC3)cc2s1 | -2 | 1 | nt | 0.1 | -6 | 23 | -58 | -2
Cc1ccc(COc2ccsc2C(=O)NN)cc1 | nt | -10 | nt | 0.0 | -11 | nt | -3 | 11
Oc1c(N=Nc2ccccc2)sc2ccccc12 | nt | -9 | 0.1 | 0.0 | -16 | 25 | -17 | -11
Cc1ccc(OCC(=O)NS(=O)(=O)c2ccc(Cl)cc2)cc1 | 3 | nt | -0.2 | 0.1 | -10 | -2 | nt | 2
COc1ccc(CNC(=O)c2c(-c3cc(Cl)c(OC)c(Cl)c3)noc2C)cc1 | -10 | 2 | nt | 0.0 | -24 | 0 | -2 | -1
Cc1cccc(C)c1-n1nnnc1C(c1cc2ccccc2o1)N1CCN(C/C=C/c2ccccc2)CC1 (stereo not given) | 0 | -2 | -0.1 | -0.1 | -33 | 6 | 28 | -4
Cc1noc(C)c1NC(=O)N[C@@H]1CC[C@H](CCNC(=O)C2CCC2)O[C@@H]1CO | -9 | nt | 0.2 | 0.2 | 4 | -7 | -7 | 55
CC(C)c1ccccc1NC(=O)Nc1nc(C(N)Cc2ccc(C(F)(F)F)cc2)cs1 (stereo not given) | -10 | -6 | 0.3 | 0.0 | -24 | 1 | -5 | -4
Cc1cn(-c2ccc(Br)cc2)[nH]c1=O | nt | nt | nt | nt | -9 | 52* | -11 | 0
CSCCC(NC(=O)c1cccc([N+](=O)[O-])c1)C(=O)OCC(=O)N1CCCC1=O (stereo not given) | 3 | 0 | 0.3 | 0.0 | -7 | nt | 1 | 0
CO[C@H]1CN(C)C(=O)c2ccc(NS(=O)(=O)c3ccccc3)cc2OC[C@H](C)N(Cc2nccs2)C[C@H]1C | 6 | -8 | 0.0 | 0.0 | 8 | 3 | 8 | 3

Part of the list above, with two lines to a compound:
Second line of a record: RAD54 branch	FN deposition inh	E-selectin induc	XiGFP reactiv	RAD52 anneal inh	esBAF inh	EWS-Fli inh	S100A4 MyoIIA
- CC(C)c1ccccc1NC(=O)Nc1nc(C(N)Cc2ccc(C(F)(F)F)cc2)cs1 (stereo not given)
 : -10	-6	0.3	0.0	-24	1	-5	-4
- Cc1cccc(C)c1-n1nnnc1C(c1cc2ccccc2o1)N1CCN(C/C=C/c2ccccc2)CC1 (stereo not given)
 : 0	-2	-0.1	-0.1	-33	6	28	-4

More records:
SMILES | RAD54 branch | FN deposition inh | E-selectin induc | XiGFP reactiv | RAD52 anneal inh | esBAF inh | EWS-Fli inh | S100A4 MyoIIA
C[C@@H]1CCCCO[C@H](CN(C)C(=O)C2CCCCC2)[C@@H](C)CN([C@@H](C)CO)C(=O)c2cc(NS(C)(=O)=O)ccc2O1 | 4 | nt | 0.8 | 0.2 | 1 | -1 | -5 | 5
COc1ccc(N(CC(=O)N/N=C(\C)c2cccs2)S(=O)(=O)c2ccccc2)cc1Cl | nt | -4 | nt | 0.0 | -10 | nt | -3 | 0
CSc1ccccc1NC(=O)COC(=O)c1ccccc1O | -1 | 1 | 0.0 | 0.1 | -9 | 6 | 8 | 3
C[C@@H]1CCCCO[C@@H](CN(C)Cc2ccc(C(F)(F)F)cc2)[C@@H](C)CN([C@H](C)CO)C(=O)c2cc(NC(=O)Cc3ccccc3)ccc2O1 | -6 | nt | -0.1 | -0.1 | nt | 1 | -12 | nt

Outcome played no part in choosing rows; overall some 3% were active at least once.
